BLM helicase inh – inhibitors of human Bloom syndrome helicase BLM; Potency, µM (doses to about 56.1 µM), for inactives: at the top dose activity change, negative = inhibition, actives largely listed as inhibitors; P54132; actives 0.2% (n = 350,000); recombinant BLM DNA unwinding, fluorescence dequenching;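 note: potency is the fitted concentration of half-maximal effect; plate controls were vehicle for no effect and no enzyme for full effect; nearly all actives have a fitted effect of over 35% in size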
12-LOX inh – blocks human arachidonate 12S-lipoxygenase; purified 12hLO, xylenol orange hydroperoxide absorbance; Potency, µM (highest dose often 108 µM), without a hit: at the top dose activity change, negative = inhibition, hits mostly inhibitors; actives 1.1% (n = 580,000); AID 1671190; note: potency is the fitted concentration of half-maximal effect; % is set by controls: 0 for no effect and ±100 for the full control effect
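Purified human 12hLO (150 nM final) in 25 mM Hepes, 0.01% Triton X-100, pH 7.0 was preincubated 15 min at room temperature with compound. Then 40 uM arachidonic acid was added, 30 min. Hydroperoxide was read by Fe-XO absorbance ratio 573/405 nm.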
POLK inh – blocks human DNA polymerase kappa activity; Q9UBT6; purified Pol kappa, fluorescent DNA synthesis assay, 10 min; Potency, µM (top dose mostly 107 µM), without a hit: at the highest dose activity, negative = inhibition, usual class: inhibitors; actives 0.53% (n = 400,000); AID 588579; note: potency is the fitted concentration of half-maximal effect; % is set by controls: 0 for no effect and ±100 for the full control effect
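Activity was followed as the change in fluorescence between reads at 0 and 10 min after starting the reaction with 50 nM substrate. Beforehand, 10 nM polymerase had been preincubated with compound for 15 min at room temperature.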
ERG Ets-DNA blk – ERG Ets/DNA interaction inhibition; AID 624246; Potency, µM (series often up to 76.9 µM), for the others: at the highest dose FP activity, negative = inhibition, most hits filed as inhibitors; P11308; actives 0.028% (n = 370,000); fluorescence polarization, His-ERG Ets domain / labelled DNA; active = well fitted inhibition curve with a large enough effect in the polarisation, with a control signal flat; inconclusive = small, poorly fitted or top-dose-only effect, or effect the other way, or a change in a side signal; inactive = no such curve, though single readings can be large or run the other way; the % refers to the polarisation;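 note: polarization taken with two DNA probes labelled with fluorescein and Texas red; potency is the fitted concentration of half-maximal effect; % of control where 0% means no effect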
Target sequence (P11308 whole entry, looked up, the tested form may be a part): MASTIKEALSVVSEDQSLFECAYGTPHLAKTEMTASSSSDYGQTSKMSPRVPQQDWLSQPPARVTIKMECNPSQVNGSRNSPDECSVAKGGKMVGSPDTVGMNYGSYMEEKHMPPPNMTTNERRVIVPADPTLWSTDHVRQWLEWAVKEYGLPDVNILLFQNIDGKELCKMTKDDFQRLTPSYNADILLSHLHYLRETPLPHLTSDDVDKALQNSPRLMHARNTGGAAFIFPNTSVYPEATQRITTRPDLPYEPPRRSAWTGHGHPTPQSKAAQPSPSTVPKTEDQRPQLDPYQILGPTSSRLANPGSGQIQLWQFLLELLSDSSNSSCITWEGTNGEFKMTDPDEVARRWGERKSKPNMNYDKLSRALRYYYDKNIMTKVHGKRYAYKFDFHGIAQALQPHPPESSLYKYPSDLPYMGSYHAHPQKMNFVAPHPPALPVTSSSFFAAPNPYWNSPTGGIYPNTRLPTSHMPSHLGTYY
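His-tagged ERG Ets domain (1 uM in the protein solution; 300mM KCl, 50mM Tris-HCl, 1mM EDTA, 1mM DTT, pH 7.5) received compound, then a probe mix of 5 nM fluorescein-DNA and 100nM Texas-615-DNA. Fluorescence polarization was read for both dyes.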
Anesthetic bind – candidate novel general anesthetic via apoferritin binding | actives 0.074% (n = 350,000) | apoferritin/1-aminoanthracene competitive binding, fluorescence | Potency, µM (doses to about 77.5 µM), for inactives: at the highest dose activity change, negative = displacement, hits mostly inhibitors; note: potency is the fitted concentration of half-maximal effect; % is set by controls: 0 for no effect and ±100 for the full control effect; nearly all actives have a fitted effect of over 20% in size
Target sequence (P02791 2-175 limits assumed): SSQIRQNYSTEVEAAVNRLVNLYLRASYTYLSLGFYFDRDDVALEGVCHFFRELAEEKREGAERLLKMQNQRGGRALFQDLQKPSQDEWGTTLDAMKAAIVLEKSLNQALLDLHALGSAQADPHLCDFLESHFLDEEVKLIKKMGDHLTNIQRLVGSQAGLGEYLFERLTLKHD
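10 uM apoferritin + 50% sat. 1-AMA, PBS; cpd 10 min RT; Ex380/Em535 endpoint; normalized to free probe vs complex; 4-param Hill fit; propofol titration as pos. ctrl.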
TRHR ag – activates the human TRH receptor. TRHR cells, calcium flux fluo-8, FDSS agonist mode. activation, % at 2 µM. actives 0.18% (n = 360,000). AID 493084; in the data active = activation above about 30%; note: 0% is about no effect
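In this calcium-flux screen, cells bearing human TRHR are dye-loaded with fluo-8, baselined for 10 cycles, then exposed to library compounds; positive kinetic calcium responses during the agonist phase mark hits, with TRH as control.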
Pol beta inh – inhibitors of human DNA polymerase beta | P06746 | Pol beta primer extension/strand displacement, fluorescence kinetic | Potency, µM (series often up to 114 µM), for inactives: at the top dose activity change, negative = inhibition, most hits filed as inhibitors | actives 1.3% (n = 340,000); note: potency is the fitted concentration of half-maximal effect; % is set by controls: 0 for no effect and ±100 for the full control effect
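Preincubation: enzyme (10 nM) with compound, 15 min, RT. Reaction: substrate added to 50 nM final. Reads: 0 and 10 min. Analysis: normalized, Hill fit.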
APEX1 inh – APE1 (human) endonuclease inhibition | actives 0.35% (n = 350,000) | Potency, µM (titrated, usually from 65.8 µM), without a hit: at the highest dose activity change, negative = inhibition, most hits filed as inhibitors | recombinant APE1, TAMRA/BHQ-2 abasic DNA cleavage fluorescence;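 note: potency is the fitted concentration of half-maximal effect; plate controls were vehicle for no effect and reference inhibitor for full effect; nearly all actives have a fitted effect of over 55% in size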
Target sequence (P27695 whole entry, looked up): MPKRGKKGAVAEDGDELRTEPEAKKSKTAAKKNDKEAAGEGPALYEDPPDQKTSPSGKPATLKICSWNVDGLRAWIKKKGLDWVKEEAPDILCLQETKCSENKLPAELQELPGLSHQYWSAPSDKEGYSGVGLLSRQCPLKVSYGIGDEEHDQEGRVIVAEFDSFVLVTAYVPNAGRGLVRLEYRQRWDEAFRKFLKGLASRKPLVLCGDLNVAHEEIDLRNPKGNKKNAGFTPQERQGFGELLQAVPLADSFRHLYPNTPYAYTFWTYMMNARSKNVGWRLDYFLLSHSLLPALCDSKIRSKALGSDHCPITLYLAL
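0.75 nM APE1 + cpd, 15 min RT; start w/ 50 nM TAMRA/BHQ-2 THF-abasic dsDNA; kinetic fluor 525/598 nm ×3 reads @60 s; Δ(read3−read1); normalized to DMSO and NSC13755 control wells.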
POLI inh – inhibitors of human DNA polymerase iota | Q9UNA4 | Pol iota fluorescent replication assay, 10 min | Potency, µM (highest dose often 115 µM), for the others: top-dose activity, negative = inhibition, actives largely listed as inhibitors | actives 1% (n = 390,000) | AID 588590; note: potency is the fitted concentration of half-maximal effect
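Pol iota at 10 nM preincubated 15 min with compounds at room temperature; reaction started with fluorescent substrate, 50 nM final. Fluorescence read kinetically at 0 and 10 min; buffer-only wells as negative control.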
Active calls of the source: *; ? = inconclusive; . = not tested or not shown; ! = a repeat was not active; [ ] = another dose, or the depositor's remark. Unless noted, calls come from the whole dose curve; as a rule, active = well fitted curve in the direction sought with a large enough effect; inconclusive = small, poorly fitted or top-dose-only effect, or another doubt; inactive = no such curve, though single readings can be large; an effect the other way counts as inactive or inconclusive. An excerpt, so the mix of outcomes need not match the whole.

SMILES | BLM helicase inh | 12-LOX inh | POLK inh | ERG Ets-DNA blk | Anesthetic bind | TRHR ag | Pol beta inh | APEX1 inh | POLI inh
COC(=O)Cc1[nH]nc2c1C(c1c[nH]c3ccccc13)C(C#N)=C(N)O2 (stereo not drawn) | -2% | 0% | -4% | -8% | 0% | -0.2 | 7% | -4% | 18%
CSc1ccccc1-c1nnc(-c2ccc(Cl)cc2)o1 | -4% | 0% | -4% | -5% | 7% | 0.8 | -17% | -5% | ?
CCc1cccc(NC(=O)c2ccc3c(=O)n4nc(Nc5ccccc5OC)sc4nc3c2)c1 | -8% | -21% | -8% | 0% | 7% | 1.5 | 6% | . | -7%
CCCN(Cc1ccccc1)C(=O)Nc1ccc2c(c1)nnn2C | -14% | 5%[57.4 µM] | -14% | . | -7% | 0.3 | 9% | 2% | 49%[activator]
C[C@@H](C(=O)Nc1ccccc1N1CCOCC1)N1C(=O)C2CCCCC2C1=O (stereo partly drawn) | . | 3% | 0% | 4% | . | . | . | -2% | 8%
Cn1cnc(S(=O)(=O)Nc2ccc(OC(F)F)cc2)c1 | 0% | ? | 1% | 5% | -4% | -0.4 | 2% | ? | -16%[58.9 µM]
COc1ccc(-c2cnc(C)o2)cc1S(=O)(=O)Nc1ccc(C)c(F)c1 | -6% | 50µM*! | -11%[60.1 µM] | 0% | -10% | 0.5 | ? | . | ?
Cc1cc(C(F)(F)F)n2ncc(C(=O)O)c2n1 | 0% | 0% | 8% | 1% | -7% | 1.2 | 12% | 10% | 11%
CCOc1ccc(NC(=O)C2CCCN(C(=O)Nc3ccccc3)C2)cc1 (stereo not drawn) | 2% | 9% | -6% | -11% | 3% | -0.3 | -3% | 18% | 24%
Cc1ccc(Oc2ccc(OCC(=O)NC(C)C(=O)O)cc2)cc1 (stereo not drawn) | 2% | 3% | 14% | -1% | -9% | -0.1 | 9% | 5% | 74%[activator]
CC(C)n1c(Oc2ccc(F)cc2)nc2c1c(=O)n(C)c(=O)n2C | 0% | ? | -6% | -6% | -1% | -1.4 | 1% | -3% | 117%[activator]
CNC(=O)C(=O)NCCC1CCCCN1S(=O)(=O)c1cccs1 (stereo not drawn) | . | 0% | -11% | 0% | . | -0.5 | . | 3% | 43%[activator]
CCOC(=O)c1c(NC(=O)CSc2nc3ccccc3s2)sc(C(C)=O)c1C | -8% | 18% | -17% | . | -20% | 0.4 | 19% | -7% | 17%
CCNC(=O)CON=C1c2ccccc2-c2ccccc21 | 2% | 18% | 6% | -15% | -14% | -0.5 | 3% | -11% | -8%
COc1cc(OC)cc(C(=O)Nc2cccc3nc(C)ccc23)c1 | -2% | -23% | -5% | 0% | -7% | 0.6 | 6% | -1% | 29%
COC(=O)c1sccc1NC(=O)CC1C(=O)NCCN1C(=O)c1ccc(N(C)C)cc1 (stereo not drawn) | 2% | 0% | -4% | -8% | -11% | -0.7 | 13% | ? | -28%[58.9 µM]
COc1ccc(OC)c(NC(=O)C(C)n2c(=O)cc(C)c3c(C)nn(-c4ccccc4)c32)c1 (stereo not drawn) | 2% | -7% | 0% | -2% | -9% | 0.2 | 2% | . | 19%
CN1CCN(CCCNC(=O)c2ccc(CSCc3cccc(Cl)c3)o2)CC1 | -8% | 0% | -14% | 2% | -20% | 0.3 | 15% | 1% | 6%
Cc1ccc(C(=O)NNC(=O)c2ccoc2C)s1 | . | -33% | -8% | -2% | . | 0.7 | . | 39%[activator] | 49%[activator]
CCCn1c2ccccc2c2cnn(CC(=O)Nc3ccccc3OC)c(=O)c21 | 2% | ? | -20%[60.1 µM] | 1% | -6% | -0.8 | 8% | . | 1%

Next section, starting with the last 3 of the part before.
SMILES | BLM helicase inh | 12-LOX inh | POLK inh | ERG Ets-DNA blk | Anesthetic bind | TRHR ag | Pol beta inh | APEX1 inh | POLI inh
CN1CCN(CCCNC(=O)c2ccc(CSCc3cccc(Cl)c3)o2)CC1 | -8% | 0% | -14% | 2% | -20% | 0.3 | 15% | 1% | 6%
Cc1ccc(C(=O)NNC(=O)c2ccoc2C)s1 | . | -33% | -8% | -2% | . | 0.7 | . | 39%[activator] | 49%[activator]
CCCn1c2ccccc2c2cnn(CC(=O)Nc3ccccc3OC)c(=O)c21 | 2% | ? | -20%[60.1 µM] | 1% | -6% | -0.8 | 8% | . | 1%
COc1ccc(OC)c(CN(CCN2CCOCC2)C(=O)Nc2ccccc2)c1 | 2% | -14% | -5% | 0% | -3% | 0.1 | 43% | 1% | 10%
Cc1ccc(-c2cn3cc(C)ccc3n2)cc1 | -5% | 0% | -12% | 2% | -1% | 0.9 | 10% | 5% | 145%[activator]
CCn1cc(S(=O)(=O)Nc2cc(C(=O)OC)ccc2C)cn1 | -5% | -9% | -1% | 22% | 0% | 0.2 | 25% | 10% | -11%
COc1ccc(C(C)(C)C)cc1NC(=O)CN1C(=O)C(=O)N(Cc2ccco2)C1=O | . | -22% | -11% | 5% | . | 0.9 | . | -17% | 6%
CC(C)(c1cc(Cl)c(O)c(CN2CCOCC2)c1)c1cc(Cl)c(O)c(CN2CCOCC2)c1 | . | -12% | -5% | -1% | . | . | . | . | 10%
CCOc1ccc(N=C2C(=O)Nc3ccc(C)c(Br)c32)cc1 | -4% | -2% | -2% | 3% | 5% | 0.3 | 66% | -9% | 28%
O=C(Cn1nc(Cc2ccncc2)c2ccccc2c1=O)Nc1cccc(C(F)(F)F)c1 | -7% | -17% | -10% | -6% | ? | -1.2 | -18% | . | 34%[activator]
Cn1c(/C=N/Nc2nc3ccccc3[nH]2)nc2ccccc21 | -6% | -3% | 1% | 11% | 4% | 0.1 | ? | 8% | 24%
Cc1ccc(Cl)cc1NC(=O)Cn1nnc2sc3c(c2c1=O)CCC(C(C)(C)C)C3 (stereo not drawn) | -7% | ? | -13% | 2% | ? | 0.8 | -8% | . | 25%
COC(=O)c1ccc(C2c3c(oc4cc(C)c(C)cc4c3=O)C(=O)N2CCCN(C)C)cc1 (stereo not drawn) | 0% | . | . | . | -21% | 3.2 | -26% | 2% | .
CCN1/C(=C2/SC(=S)NC2=O)Sc2ccccc21 | 1% | ? | -10% | -1% | -10% | 0.0 | -18% | -10% | -6%
Cc1cc2c3c(c1)C(C)CC(C)(C)N3C(=O)C2=C(C#N)C#N (stereo not drawn) | -5% | 174%[activator] | -2% | 1% | -6% | -1.1 | -28% | -1% | 47%[activator]
CCN(CC)CCNC(=O)c1ccc(Cn2c(SCc3ccccc3)nc3cccnc32)cc1 | -9% | -11% | 1% | 1% | -19% | 0.7 | -26% | . | 1%
CCC(CN(C)C)Oc1cc(NCc2ccccc2)c2ncn(C(C)C)c2c1 (stereo not drawn) | . | . | -12% | -18% | . | . | . | 13% | 14µM*
CC1CC(=O)Nc2ccccc2N1C(=O)CSc1nnnn1C (stereo not drawn) | . | -8% | -2% | -5% | . | . | . | 35% | 92%[activator]
O=c1ccc(-c2ccc([N+](=O)[O-])cc2)nn1-c1ccccc1 | 2% | -18% | 1% | 0% | -4% | -0.7 | 3% | 2% | 69%[activator]
COC(=O)c1cc(NC(=O)/C=C/c2ccccc2)ccc1O | -5% | -3% | . | . | -20% | -1.5 | -27% | 3% | .
COc1ccc(OC)c2sc(N(CCCN(C)C)C(=O)c3ccco3)nc12 | 33%[activator] | -14% | 1% | -1% | -8% | -0.6 | -27% | . | 1%
Cc1cc(NN)nc(Cc2ccccc2)n1 | -3% | 0% | 6% | -1% | -23% | 0.1 | 39% | -5% | 17%
COc1cc2c(cc1OC)n(CC(=O)Nc1ccc(C)cc1C)c(=O)n1nc(-c3ccccc3)nc21 | -4% | -10% | 1% | 0% | -7% | 0.8 | 10% | . | -6%
c1ccc(C2C/C(=N\N3CCOCC3)c3ccccc3O2)cc1 (stereo not drawn) | 2% | -3% | -6% | -4% | -12% | -0.4 | 10% | 3% | 23%
CCn1c(SCC(=O)Nc2cc(C)on2)nnc1-c1ccc(S(=O)(=O)N2CCN(C)CC2)cc1 | -12% | 0% | 1% | 2% | -9% | 2.2 | -2% | 17% | 23%
COc1ccc(-c2nc3cnc(Oc4ccccc4)nc3n(C3CC3)c2=O)cc1 | -8% | 132% | -5%[60.1 µM] | . | . | . | . | -2% | .
CCC(=O)N1CCc2cc(Br)cc(S(=O)(=O)N3CCC(C(=O)Nc4ccccc4CC)CC3)c21 | -5% | ? | 7% | -5% | 0% | -0.1 | 1% | . | 22%
C/C=C/c1ccc(OC)cc1 | -14% | . | -8%[60.1 µM] | . | -4% | . | . | 11% | .
CCc1onc(C)c1C(=O)O | 0% | -4% | 5% | 0% | -4% | 0.3 | -2% | -5% | 2%
CN(C)c1ncc(/C=C2/C(=O)NC(=S)N(C3CCCCC3)C2=O)cn1 | -5% | . | . | . | -18% | 0.1 | -1% | 0% | .
CC(C)N1C(=O)S/C(=C\c2ccc(-c3ccc(Cl)c(C(=O)O)c3)o2)C1=O | 1% | ? | 50µM* | ? | -3% | -2.1 | 0% | -24% | ?
COCCCn1c(=NC(=O)c2ccncc2)c(C#N)cc2c(=O)n3cccc(C)c3nc21 | 1% | -20% | -4% | 1% | 75%[activator] | -0.2 | -9% | 4% | 23%
CC(=O)c1cccc(NC2c3ccccc3C(=O)N2Cc2ccc3c(c2)OCO3)c1 (stereo not drawn) | 2% | 12%[57.4 µM] | 3% | -2% | -13% | -0.9 | 0% | -2% | 21%
O=C(CSc1n[nH]c(=O)n1-c1ccccc1)N1CCOCC1 | -1% | 0% | 2% | 3% | 2% | -0.6 | 10% | -7% | 44%[activator]
CCOP(=O)(c1ccc(N(C)C)cc1)C(O)c1cc(OC)c(OC)c(OC)c1 (stereo not drawn) | -2% | 0% | -9% | 1% | 14% | 0.9 | -11% | 18% | 14%
